Compound activity deposited in PubChem by several laboratories.
KCNQ1 pot – human KCNQ1 channel potentiation or activation | P51787 | CHO-K1 KCNQ1, thallium flux FluxOR fluorescence; stronger effect = higher value | B-score at 10 µM | hit rate 0.35% among 310,000 | AID 2648;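 active = fluorescence ratio B-score, a plate-corrected score, at least three library SD, with initial intensity B-score within 5 SD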
Target sequence (P51787 whole entry, looked up): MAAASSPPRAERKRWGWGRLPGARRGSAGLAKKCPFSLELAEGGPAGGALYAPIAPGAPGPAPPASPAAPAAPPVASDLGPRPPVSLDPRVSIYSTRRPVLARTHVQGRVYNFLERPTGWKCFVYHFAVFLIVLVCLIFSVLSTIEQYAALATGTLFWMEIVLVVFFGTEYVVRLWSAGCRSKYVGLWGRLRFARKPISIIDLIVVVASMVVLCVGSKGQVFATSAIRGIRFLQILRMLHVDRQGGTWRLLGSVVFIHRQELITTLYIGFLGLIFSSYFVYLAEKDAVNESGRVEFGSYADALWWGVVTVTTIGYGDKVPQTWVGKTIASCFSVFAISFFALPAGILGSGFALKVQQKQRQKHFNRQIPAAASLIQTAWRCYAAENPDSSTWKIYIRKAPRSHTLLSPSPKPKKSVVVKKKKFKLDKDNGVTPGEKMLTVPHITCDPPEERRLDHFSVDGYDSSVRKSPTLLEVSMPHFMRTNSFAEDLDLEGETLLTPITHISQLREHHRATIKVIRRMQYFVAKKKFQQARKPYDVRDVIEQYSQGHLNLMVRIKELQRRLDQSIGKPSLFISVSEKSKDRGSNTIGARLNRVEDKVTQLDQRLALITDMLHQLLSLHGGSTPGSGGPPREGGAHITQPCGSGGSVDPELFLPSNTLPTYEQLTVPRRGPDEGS
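assay system = KCNQ1-transfected CHO-K1 cells | medium = assay buffer with matched DMSO | probe or stimulus = depolarizing K+/Tl+ stimulus, K2SO4 and Tl2SO4 each 12.5 mM in 5x stock | dosing = single dose | incubation = dye 90 min, compound 20 min, room temperature | detection = kinetic FluxOR fluorescence, 10 s baseline plus 110 s post-stimulus | evaluation = ratio B score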
RGS4 act – potentiators or activators of RGS4; HEK293 M3R/inducible RGS4, carbachol calcium flux Fluo4; stronger effect = lower value; B-score at 10 µM; hit rate 0.92% among 310,000; AID 463111;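 active = B-score of the integrated calcium signal more than 4 SD below the library mean, with starting fluorescence not abnormally high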;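 note: negative B-score means reduced calcium response which marks RGS4 activation or potentiation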
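Reagent: ECmax carbachol challenge; Test system: M3R-expressing HEK293 line, RGS4 induced by doxycycline; Schedule: overnight RGS4 induction, 30 min dye load 37 °C, 20 min compound RT; Detection: calcium dye Fluo4 fluorescence; Read-out: Agonist-evoked peak-minus-minimum fluorescence over baseline, integrated ratio, B score.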
hERG rescue – compounds protecting human hERG from proarrhythmic drug block | CHO-hERG, FluxOR thallium flux, dofetilide IC70 present | activation (rescue from dofetilide block), less the hit threshold, % at 10 µM | hit rate 0.51% among 310,000 | AID 1511;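 active = activation above the mean of controls blocked by dofetilide plus 5 SD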;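 note: thallium influx through hERG after potassium depolarization seen as dye fluorescence rise; in these data hits start at about 4.7%; inactives centre near -7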
ANO1 activ – activators or potentiators of mouse TMEM16A chloride channel | HEK293 TMEM16A/YFP-H148Q/I152L, iodide quench fluorescence; stronger effect = lower value | hit rate 0.3% among 340,000 | AID 623877 | B-score at 10 µM;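 active = fluorescence-ratio B-score plate-corrected deviation score at least 3 library SD below zero, with starting fluorescence score within 5 deviations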;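 note: channel opened by trigger with iodide after compound preincubation; score built on the fluorescence ratio of max minus min over baseline; more negative score means more quench and so TMEM16A activation or potentiation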
RGS4 block – human RGS4 inhibition; B-score at 10 µM; P49798; HEK293 M3R/RGS4 inducible, Fluo-4 calcium flux; stronger effect = higher value; triggered by carbachol at its EC20; hit rate 0.45% among 310,000;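 active = B-score, a plate-corrected calcium signal, over three deviations above library mean, with baseline fluorescence within five deviations of library mean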;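 note: RGS4 expression induced by doxycycline in cells with stable M3 receptor; B-score is computed from the integrated fluorescence ratio over baseline after carbachol; higher B-score means a larger calcium signal and so more RGS4 inhibition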
KCNK9 inh – inhibitors of human KCNK9 two-pore domain potassium channel | hit rate 1.2% among 310,000 | B-score at 10 µM | HEK293 KCNK9, FluxOR thallium flux fluorescence; stronger effect = lower value | AID 488922 | Q9NPC2;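 active = ratio B-score over 3 SD below the library mean, with starting fluorescence within 5 SD of its mean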;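 note: negative B-score means less thallium flux so channel inhibition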
Target sequence (Q9NPC2 whole entry, looked up, the tested form may be a part): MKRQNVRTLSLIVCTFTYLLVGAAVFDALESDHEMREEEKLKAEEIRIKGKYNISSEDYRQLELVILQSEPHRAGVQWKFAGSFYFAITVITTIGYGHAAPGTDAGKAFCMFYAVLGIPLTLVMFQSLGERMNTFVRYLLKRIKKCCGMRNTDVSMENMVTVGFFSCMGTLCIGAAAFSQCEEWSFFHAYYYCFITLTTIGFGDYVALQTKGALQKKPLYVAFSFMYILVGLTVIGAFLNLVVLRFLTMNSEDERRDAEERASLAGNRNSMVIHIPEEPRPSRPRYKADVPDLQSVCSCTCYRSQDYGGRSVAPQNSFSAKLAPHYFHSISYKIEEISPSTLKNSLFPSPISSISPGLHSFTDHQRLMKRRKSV
TMEM16A inh – blocks the mouse calcium-activated chloride channel TMEM16A | Q8BHY3 | HEK293 TMEM16A/YFP iodide influx fluorescence, ionomycin | normalized B-score (activity score, 25-100; higher = stronger inhibition) at 10 µM | hit rate 1.2% among 310,000 | AID 588511;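 active = ratio plate-corrected score three or more library SD toward inhibition, starting fluorescence score within five deviations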;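 note: score derived from kinetic fluorescence span divided by baseline fluorescence per well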
KCNK3 inh – human KCNK3 channel inhibition, primary screen. hit rate 0.84% among 340,000. O14649. B-score at 10 µM. CHO-KCNK3 thallium flux, FluxOR fluorescence; stronger effect = lower value. AID 602410;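 active = B-score under library mean minus 4 SD, starting fluorescence ratio at most library mean plus 5 SD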;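 note: more negative B-score means stronger inhibition of thallium flux through KCNK3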
SKKanGAS inh – blocks kanamycin growth of S. pyogenes SKKanGAS strain | BacTiter-Glo, 6 h | inhibition, % at 7.5 µM | hit rate 1.3% among 300,000;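 active = mean replicate score, as percent of positive control median, at least 50; inconclusive = mean below 50 but one replicate at or above 50; inactive = mean and every replicate below 50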;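 note: strain carries kanamycin resistance gene driven by streptokinase promoter and grows in 40 µg/ml kanamycin; loss of luminescence reflects streptokinase promoter inhibition or plain growth inhibition; 0% = median of DMSO wells and 100% = positive control at its reference dose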
HDAC3 inh – human HDAC3 inhibition. recombinant HDAC3, fluorogenic peptide/trypsin coupled, fluorescence. O15379. hit rate 0.15% among 320,000. AID 2718. inhibition, % at 8.3 µM; in the data active = inhibition above about 26%, passing the limit was not always enough; inconclusive = no clear call, values can overlap the other calls
KCNQ1 inh – human KCNQ1 channel inhibition | CHO-K1 KCNQ1, FluxOR thallium flux fluorescence; stronger effect = higher value | B-score at 10 µM | hit rate 1.3% among 310,000 | P51787;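 active = compounds whose thallium flux B-score, printed positive for inhibition, exceeds three library SD while starting fluorescence stays within three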;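 note: channel opened by potassium depolarization with thallium stimulus after 20 min compound exposure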
* marks the source's active call; other numbers are inactive results; i = inactive; ? = inconclusive; / = no result given. This is a random part of the collection, and some 6.3% of all compounds hit somewhere here.

SMILES | KCNQ1 pot | RGS4 act | hERG rescue | ANO1 activ | RGS4 block | KCNK9 inh | TMEM16A inh | KCNK3 inh | SKKanGAS inh | HDAC3 inh | KCNQ1 inh
Cn1c(N/N=C2\CCCc3ccccc32)nc2c1c(=O)n(Cc1ccc(F)cc1)c(=O)n2C | i | i | -14 | i | i | i | / | i | -5 | / | i
C(=C\c1ccco1)/c1nc2ccccc2[nH]1 | i | i | -9 | i | i | i | i | i | 11 | 3 | i
CN(CCO)CCOCCOc1cccc2ccccc12 | i | i | -6 | i | i | i | i | i | -1 | -2 | i
O=C1CN2CCC1C/C2=C\c1ccnc2c(Cl)cccc12 (configuration not stated) | i | i | 0 | i | i | i | i | i | 1 | -3 | i
Cc1cc(C)c(C#N)c(SCC(O)COc2ccc(Br)cc2)n1 (configuration not stated) | i | -13* | -9 | i | i | i | i | i | -2 | 13 | i
O=[N+]([O-])c1cc(F)c(N2CCOCC2)cc1N1CCCCC1 | i | i | -4 | i | i | i | i | i | -5 | 4 | i
N#CCc1cnc2ccccc2n1 | i | i | -5 | i | i | i | i | i | 3 | -11 | i
O=Cc1coc2c(ccc3ccccc32)c1=O | i | i | -25 | / | i | i | i | / | 10 | -1 | i
OC[C@H]1OC(Nc2ccc(N=Nc3ccccc3)cc2)[C@@H](O)[C@@H](O)[C@@H]1O (some centres not stated) | i | i | -14 | i | i | i | i | i | 2 | 7 | i
Clc1ccc(-c2nnc3n2CCCS3)cc1 | i | i | -14 | i | i | i | i | i | -7 | -5 | i
O=C(Nc1cccc(F)c1)C1CCCN(c2cnccn2)C1 (configuration not stated) | i | i | -9 | i | i | i | i | i | -1 | / | i
COc1ccc(OC)c(CCNC(=O)Cc2ccc(NC3=NC4CS(=O)(=O)CC4S3)cc2)c1 (configuration not stated) | i | i | -10 | i | i | i | i | i | -1 | -2 | i
CCc1cccc(C)c1NC(=O)COC(=O)Cn1c(C)csc1=O | i | i | -11 | i | i | i | i | i | -1 | / | i
COc1cccc(C(=O)NCCCNC(=O)c2cccc(OC)c2)c1 | i | i | 0 | i | i | i | i | i | -4 | 0 | i
C/C(N)=C(/C#N)C(=O)COC(=O)c1cc(-c2ccc(C)cc2)nc2ccccc12 | i | i | -5 | i | i | i | i | i | 8 | 3 | i
O=S(=O)(Nc1ccc2c(c1)oc1ccccc12)N1CCCC1 | i | i | -4 | i | i | i | i | i | -7 | 1 | i
COc1ccc(CC(=O)Nc2ccc(-c3nnc(-c4ccccc4)o3)cc2)cc1OC | i | i | -14 | i | i | i | i | i | -2 | / | i
CC(Oc1ccc2c(-c3ccccc3)cc(=O)oc2c1)C(=O)NCc1ccccn1 (configuration not stated) | i | i | -14 | i | i | i | i | i | 3 | 7 | i
Cc1ccc(C)c(N(C)S(=O)(=O)c2ccc3[nH]cc(C(=O)NCCN4CCOCC4)c(=O)c3c2)c1 | i | i | -6 | i | i | i | i | i | 2 | 2 | i
CCOC(=O)N1CCC(N(CCN(C)C)C(=S)Nc2cc(Cl)ccc2C)CC1 | i | i | -11 | i | i | i | i | i | 0 | -11 | i
O=C(Cn1cc([N+](=O)[O-])cn1)NCc1ccccc1 | i | i | -8 | i | i | i | i | i | 0 | 9 | i
CSC1=NC(C(Cl)(Cl)Cl)N=C(c2ccc(C)cc2)N1 (configuration not stated) | i | i | -7 | i | i | i | i | i | 14 | 3 | i
COc1ccc(OC2C(=O)N(Cc3ccc(F)cc3)C2c2ccc(OC)c(OC)c2)cc1 (configuration not stated) | i | i | -2 | i | i | i | i | i | -1 | 2 | i
N/C(=N\OC(=O)c1ccco1)c1ccc(Cl)cc1 | i | i | -11 | i | i | i | i | i | -1 | 2 | i
CCn1c(C)nc2cc(C(=O)N/N=C(\C)c3ccc(N4CCOCC4)cc3)ccc21 | i | i | -22 | i | i | i | i | i | -3 | 0 | i
The list goes on:
SMILES | KCNQ1 pot | RGS4 act | hERG rescue | ANO1 activ | RGS4 block | KCNK9 inh | TMEM16A inh | KCNK3 inh | SKKanGAS inh | HDAC3 inh | KCNQ1 inh
O=C(CSc1ccc(-c2cccnc2)nn1)N1CCCCCC1 | i | i | -6 | i | i | i | i | i | 13 | -2 | i
O=C(CC1SCCNC1=O)Nc1cc(Cl)cc(Cl)c1 (configuration not stated) | i | i | -8 | i | i | i | i | i | 0 | 4 | i
O=C(Nc1nc2cc3c(cc2s1)OCO3)C1CC1 | i | i | -5 | i | i | i | i | i | -11 | 3 | i
O=C(Nc1ccc(Cl)cn1)c1ccc(-c2ccc(Cl)c(Cl)c2)o1 | i | i | -8 | i | i | i | i | i | 1 | 0 | i
CCOC(=O)N1CCN(C(=O)c2ccc3ccccc3c2)CC1 | i | i | -5 | i | i | i | i | i | 1 | 7 | i
COc1ccccc1NC(=O)CSc1nnc(Cn2cnc3ccccc32)o1 | i | i | -4 | i | i | i | i | i | 1 | -6 | i
Nc1ccccc1CNc1nc(NCCO)nc2c1ncn2CCN1CCOCC1 | i | i | -4 | i | i | i | i | i | 0 | 0 | i
COC(=O)Cn1ncn2cccc2c1=O | i | i | -5 | i | i | i | i | i | -4 | -4 | i
COc1ccccc1-c1noc(CCC(=O)Nc2ccccc2Cl)n1 | i | i | -13 | i | i | i | i | i | 4 | -7 | i
COC(=O)Nc1ccc(S(=O)(=O)Nc2cc(C(F)(F)F)c[nH]c2=O)cc1 | i | i | -6 | i | i | i | i | i | -2 | 7 | i
COc1ccc(CN2C(=O)c3ccccc3C(/C=N\OCc3ccc(F)cc3)C2=O)cc1 (configuration not stated) | i | i | -13 | i | i | i | 25* | i | 24 | 0 | 10*
O=S(=O)(Cc1ccccc1)N1CCCCC1 | i | i | -6 | i | i | i | i | i | 4 | -1 | i
COCCn1c(SCC(=O)NC2CCCCC2C)nc2ccccc2c1=O (configuration not stated) | i | i | -3 | i | i | i | i | i | -1 | 0 | i
Cc1onc(-c2c(F)cccc2Cl)c1C(=O)Nc1cccc(S(=O)(=O)NC2=NCCC2)c1 | i | i | -10 | i | i | i | i | i | 1 | 1 | i
O=C(Cc1nc(=O)c2ccccc2s1)Nc1ccccc1 | i | i | -25 | i | i | i | i | i | -10 | -1 | i
CC1=C(C(=O)Nc2cc(C)ccn2)C(c2cnn(C)c2)C2=C(CC(c3ccccc3)CC2=O)N1 (configuration not stated) | i | i | -11 | i | i | i | i | i | -9 | -1 | i
CCCn1c(NC(=O)c2ccc(F)cc2)nc2ccccc21 | i | i | -9 | i | i | i | i | i | 26 | -5 | i
COc1cc(/C=N/NC(=O)CN2CCCCC2)ccc1OCc1ccc(Br)cc1 | i | i | -20 | i | i | i | i | i | -3 | 4 | i
COc1cc(/C=N/NC(=O)c2nnn(-c3nonc3N)c2-c2cccs2)ccc1O | i | i | -8 | i | i | i | i | i | -4 | 5 | i
CCOC(=O)c1[nH]cnc1C(=O)NC1CCCCC1 | i | i | -5 | i | i | i | i | i | -6 | / | i
CSc1nsc(/C=C/Nc2ccc(C)c(C)c2)c1C#N | i | i | -8 | i | i | i | i | i | 9 | -6 | i
O=C(NNC(=O)c1cc(Br)ccc1Cl)c1csc(N2CCOCC2)n1 | i | i | -6 | i | i | i | i | i | -6 | 4 | i
O=C(N/N=C/c1c(O)ccc2ccccc12)c1cccc(C(F)(F)F)c1 | i | i | -9 | i | i | -9.3* | i | -11* | 120* | -7 | i
COc1ccc(N2CCN(C(=O)CCNS(=O)(=O)c3ccc(C)cc3)CC2)cc1 | i | i | -5 | i | i | i | i | i | -4 | 3 | i
N#C/C(=C\c1ccc(C#N)cc1)C(=O)N1CCCC1 | i | i | -13 | i | 5.1* | i | i | i | -3 | 4 | 6*
Going on with the list.
SMILES | KCNQ1 pot | RGS4 act | hERG rescue | ANO1 activ | RGS4 block | KCNK9 inh | TMEM16A inh | KCNK3 inh | SKKanGAS inh | HDAC3 inh | KCNQ1 inh
CC(=O)N1CCC(=NNc2ccnc3cc(Cl)ccc23)CC1 | i | i | -8 | i | 6.9* | i | i | i | 8 | -8 | i
CSCC[C@H](NC(=O)c1ccc(Cl)c([N+](=O)[O-])c1)c1nc2ccccc2[nH]1 | i | i | -6 | i | i | i | i | i | -1 | 6 | i
CCOC(=O)c1ccccc1NC(=O)CN1C(=O)NC(C)(CCc2ccccc2)C1=O (configuration not stated) | i | i | -17 | i | i | i | i | i | -7 | -9 | i
CCOC(=O)C1CCN(C(=O)CSc2nc3ncccc3[nH]2)CC1 | i | i | -5 | i | i | i | i | i | -1 | 10 | i
COc1cc(-n2cnnn2)ccc1S(=O)(=O)N1CCOCC1 | i | i | -14 | i | i | i | i | i | 5 | 5 | i
CCCCCC(=O)Nc1cccc(C2=NOC3(C2)C[C@@H](C(N)=O)N(C(=O)CC(c2ccccc2)c2ccccc2)C3)c1 (some centres not stated) | i | i | -22 | i | i | i | i | i | 35 | 17 | i
O=C(OCc1cccc(F)c1)c1cc2ccccc2cc1O | i | i | -5 | i | i | i | i | i | 13 | 1 | i
O=C(CCC(=O)N1CCSc2ccccc21)Nc1cccc(F)c1 | i | i | -10 | i | i | i | i | i | 0 | 1 | i
Cc1ccc(Nc2nc(N)c3ccccc3n2)cc1C | i | i | -20 | i | i | i | i | i | 10 | 5 | i
CCCOc1ccc(-c2nn(-c3ccccc3)cc2/C=C2\SC(N)=NC2=O)cc1 | i | i | -3 | i | i | i | i | i | 1 | -4 | i
COc1ccc(-c2nc(CS(=O)CC(=O)NC3CCCCC3C)c(C)o2)cc1 (configuration not stated) | i | i | -6 | i | i | i | i | i | -5 | -2 | i
COc1ccccc1/C=N/NC(=O)c1nnn(-c2nonc2N)c1-c1ccccc1 | i | i | -2 | i | i | i | i | i | 1 | ? | i
Cc1csc(NC(=O)CCC(=O)N(CC(=O)NC2CCCCC2)c2ccccc2)n1 | i | i | -8 | i | i | i | i | i | -5 | 5 | i
Cn1c(=O)c2c(nc(NNC(=O)C(F)(F)F)n2C)n(C)c1=O | i | i | -14 | i | i | i | i | i | 12 | 7 | i
C#CCOCCOCCOCCNc1nc(N2CCN(C(=O)Cn3cc(CCCCN)nn3)CC2)nc(N2CCN(C(=O)Cn3cc(CC(C)O)nn3)CC2)n1 (configuration not stated) | i | i | -2 | i | i | i | i | i | 6 | -4 | i
O=C(CP(=O)(c1ccccc1)c1ccccc1)Nc1cccc(CP(=O)(c2ccccc2)c2ccccc2)c1 | i | i | -10 | i | i | i | i | i | -2 | 6 | i
